Source: PubChem (Sanford-Burnham Center for Chemical Genomics)
mIAP block: mouse IAP inhibition; purified mouse IAP, CDP-Star luminescence, 30 min; inhibition, % at 10 µM; 330,000 compounds, 0.2% hits; AID 2806;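 active = inhibition of at least 40% at 10 µM in the primary screen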;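 note: plate controls were DMSO with enzyme for no effect and no enzyme wells for full effect; values of inactives mirror those of a sister screen read the other way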
hIAP act: human IAP activation | purified human IAP, CDP-Star luminescence, 30 min; hits give high values; 1 = vehicle-only enzyme, 0 = enzyme-free background | activation factor at 10 µM | 330,000 compounds, 0.16% hits | AID 2524;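 active = activation factor of the enzyme at least 2-fold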; note: the source names both 10 and 20 µM as test concentration; values of inactives mirror those of a sister screen read the other way
Target sequence (P09923 whole entry, looked up): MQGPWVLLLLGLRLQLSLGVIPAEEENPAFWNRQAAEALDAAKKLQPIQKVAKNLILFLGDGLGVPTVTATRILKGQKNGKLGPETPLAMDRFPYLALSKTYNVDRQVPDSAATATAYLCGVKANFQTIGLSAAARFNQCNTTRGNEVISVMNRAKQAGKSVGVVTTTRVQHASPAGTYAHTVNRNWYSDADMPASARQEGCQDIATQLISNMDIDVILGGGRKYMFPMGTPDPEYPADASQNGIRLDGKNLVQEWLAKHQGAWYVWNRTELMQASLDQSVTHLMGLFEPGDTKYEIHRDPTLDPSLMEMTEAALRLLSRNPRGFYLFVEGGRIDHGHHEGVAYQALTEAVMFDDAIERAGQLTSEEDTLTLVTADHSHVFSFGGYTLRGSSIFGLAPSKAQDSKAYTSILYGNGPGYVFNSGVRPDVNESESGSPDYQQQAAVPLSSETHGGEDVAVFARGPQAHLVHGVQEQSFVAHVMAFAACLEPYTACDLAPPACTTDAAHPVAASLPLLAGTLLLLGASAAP
Apaf-1 inh: inhibitors of human Apaf-1 apoptosome; 330,000 compounds, 0.71% hits; O14727; reconstituted apoptosome caspase-3 activity, DEVD-Rh110 fluorescence; inhibition, % at 20 µM; active = inhibition of at least 40% at 20 µM;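 note: plate controls were DMSO wells for no effect and DEVD-CHO caspase inhibitor wells for full effect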
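Medium: Hepes buffer, pH 7.5 / System: biochemical Apaf-1 apoptosome reconstitution / Measured by: Rh110 fluorescence, excitation 480 nm, emission 540 nm / Times: compound with Apaf-1, dATP, procaspase-3 30 min, then 50 min reaction, room temperature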
NLRP3 yeast inh: blocks the NALP3 inflammasome reconstituted in yeast | Yeast reconstituted NLRP3/ASC/caspase-1, beta-gal luminescence, 24 h | 330,000 compounds, 0.39% hits | inhibition, % at 10 µM;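 active = inhibition of 50% or more; inactive = inhibition below 50%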;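 note: plate controls were induced DMSO wells for no effect and uninduced yeast grown without galactose for full effect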
TIM10 inh: growth inhibitors of TIM10 yeast strain | S. cerevisiae TIM10 strain growth, BacTiter-Glo luminescence, 24 h | inhibition, % at 10 µM | 330,000 compounds, 1.4% hits | AID 463195;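 active = inhibition of 40% or more at the single tested concentration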;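 note: wild-type TIM10 isogenic control strain grown at permissive 25 °C; 0% = DMSO yeast wells and 100% = minimal medium wells without yeast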
ATG4B inhibitor: blocks human ATG4B protease cleavage of LC3 substrate; Q9Y4P1; ATG4B cleavage of LC3-PLA2, NBD-HPC fluorescence, 1 h; inhibition, % at 8.33 µM; 340,000 compounds, 0.51% hits; AID 504462; in the data active = inhibition above about 40%
hIAP block: blocks human intestinal alkaline phosphatase; purified IAP, CDP-Star luminescence, 30 min; inhibition, % at 10 µM; 330,000 compounds, 0.12% hits;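 active = inhibition reaching a set limit with compound at 10 µM in the primary screen, cut at about 35% in these data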;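 note: plate controls were DMSO wells with enzyme for no effect and no-enzyme buffer wells for full effect; values of inactives mirror those of a sister screen read the other way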
tim10-1 inh: inhibits growth of tim10-1 mutant yeast | S. cerevisiae tim10-1 ts strain growth, BacTiter-Glo, 24 h | inhibition, % at 20 µM | 330,000 compounds, 2.2% hits | AID 463190;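 active = inhibition of at least 40%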;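 note: mutant grown at 25 °C; 0% = DMSO wells with yeast and 100% = wells holding no yeast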
mIAP act: increases mouse intestinal alkaline phosphatase activity | muIAP, CDP-Star luminescence, 30 min; hits give high values; 1 = vehicle-only enzyme signal, 0 = enzyme-free wells | activation factor at 10 µM | 330,000 compounds, 0.24% hits | AID 2805;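 active = activation factor of at least 2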; note: the source names both 10 and 20 µM as test concentration; values of inactives mirror those of a sister screen read the other way
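Assay system: mouse IAP enzyme / Compound: DMSO-dissolved test compounds / Timing: 30 min, room temperature / Measured by: luminescence from enzymatic CDP-Star hydrolysis / Control set: DMSO-only wells, enzyme-free buffer wells as negative control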
* = called active by the depositor.

Preview (3 entries):
1. COC(=O)C1=C(c2ccc3ccccc3c2)C[C@@H]2CC[C@H]1N2C(=O)N1CCCC1
2. O=c1[nH]c(=S)n(-c2ccccc2Cl)c(O)c1C=NCCN1CCNCC1
3. Cc1nc2ccccc2c(=O)n1-c1cccnc1
assay / entry	1	2	3
Apaf-1 inh	24	10	-8
NLRP3 yeast inh	5	10	16
hIAP act	1.1	1.1	0.94
hIAP block	-9	-5	6
ATG4B inhibitor	1	0	3
mIAP act	1.1	1	0.92
TIM10 inh	9	-10	-6
tim10-1 inh	21	3	6
mIAP block	-13	-4	8

Results, from the first entry:
1. COC(=O)C1=C(c2ccc3ccccc3c2)C[C@@H]2CC[C@H]1N2C(=O)N1CCCC1
2. O=c1[nH]c(=S)n(-c2ccccc2Cl)c(O)c1C=NCCN1CCNCC1
3. Cc1nc2ccccc2c(=O)n1-c1cccnc1
4. NC(N)=Nc1ccc2[nH]c3c(c2c1)C[C@@]1(O)[C@H]2Cc4ccc(O)c5c4[C@@]1(CCN2CC1CC1)[C@H]3O5
5. Cc1ccc2c(c1)N(N=O)CCC2
6. Cc1ccc(-n2c(O)c(C=Nc3ccc(S(=O)(=O)N(C)C)cc3)c(=O)[nH]c2=O)cc1
7. CC(=NCc1cccnc1)c1c(O)n(-c2ccccc2C)c(=O)[nH]c1=O
8. O=C(c1cccn2c(=O)c3cc(Br)ccc3nc12)N1CCC2(CC1)OCCO2
assay / entry	1	2	3	4	5	6	7	8
Apaf-1 inh	24	10	-8	-27	-2	-3	-2	5
NLRP3 yeast inh	5	10	16	20	-18	7	12	4
hIAP act	1.1	1.1	0.94	0.97	0.99	1.1	1.1	0.98
hIAP block	-9	-5	6	3	1	-6	-6	2
ATG4B inhibitor	1	0	3	-4	-4	-8	3	-20
mIAP act	1.1	1	0.92	1	1.1	1	1.1	0.96
TIM10 inh	9	-10	-6	-26	6	5	-3	8
tim10-1 inh	21	3	6	-37	6	11	-5	14
mIAP block	-13	-4	8	-3	-5	-2	-9	4

9. Cc1c2cnn(CC(=O)N3CCC4(CC3)OCCO4)c(=O)c2c(C)n1Cc1ccc(F)cc1
10. Cc1cc(OCC(=O)NCC(O)c2ccccc2)c2c3c(c(=O)oc2c1)CCCC3 (stereo not drawn)
11. O=c1[nH]c(=O)n(CCC2=CCCCC2)c(O)c1C=NC1CCN(Cc2ccccc2)CC1
12. Cc1ccccc1-n1c(O)c(/C=N/Nc2nc3c(c(=O)n(C)c(=O)n3C)n2C)c(=O)[nH]c1=S
13. Cc1cccc(-n2c(O)c(/C=C/C=Nc3ccccc3)c(=O)[nH]c2=O)c1
14. CCc1ccc2c(CN3CC=C(c4ccccc4)CC3)cc(=O)oc2c1
15. COc1cccc(OCc2cc(C(=O)N3C[C@H]4C[C@@H](C3)c3cccc(=O)n3C4)no2)c1
16. O=C(CCCOc1ccc(Cl)cc1Cl)N1CCC2(CC1)OCCO2
assay / entry	9	10	11	12	13	14	15	16
Apaf-1 inh	4	16	23	25	-3	2	-5	6
NLRP3 yeast inh	2	6	2	14	0	6	8	18
hIAP act	1	1	1	0.9	0.99	1.1	1.1	0.87
hIAP block	-3	-2	-3	10	1	-13	-13	13
ATG4B inhibitor	2	52*	-1	-4	-9	1	5	0
mIAP act	0.96	1	0.94	0.85	1.1	0.99	0.99	1
TIM10 inh	8	6	-12	14	-3	11	-7	24
tim10-1 inh	3	-4	-8	24	-6	6	4	42*
mIAP block	4	-1	6	15	-9	1	1	-1

The last 2 entries of the section before come first, to join the parts:
15. COc1cccc(OCc2cc(C(=O)N3C[C@H]4C[C@@H](C3)c3cccc(=O)n3C4)no2)c1
16. O=C(CCCOc1ccc(Cl)cc1Cl)N1CCC2(CC1)OCCO2
17. CC(C)(C)NC(=O)NC(=O)CN1CC=C(c2ccccc2)CC1
18. CCOP(=O)(OCC)C(C)(C)NC(=O)C(Cl)(Cl)Cl
19. CCC(C)OC(=O)c1c(N)n(Cc2cccs2)c2nc3ccccc3nc12 (stereo not drawn)
20. [N-]=[N+]=NCc1cn2cccnc2n1
21. Cc1cc(NC(=O)CCC(=O)N2CCC3(CC2)OCCO3)no1
22. COCCN(C(=O)COC(=O)Cc1ccccc1)c1c(N)n(Cc2ccccc2)c(=O)[nH]c1=O
23. CN(C)c1ccc(/C=C2/C(=N\O)C3CCN2CC3)cc1
24. CCCN1CCCC(C(=O)c2cc(C)c(OC)c(C)c2)C1 (stereo not drawn)
assay / entry	15	16	17	18	19	20	21	22	23	24
Apaf-1 inh	-5	6	23	-5	12	2	-19	4	-3	0
NLRP3 yeast inh	8	18	0	10	17	4	2	8	9	14
hIAP act	1.1	0.87	1.1	0.99	1.1	1.1	0.94	0.99	1	1.1
hIAP block	-13	13	-7	1	-9	-6	6	0	-1	-11
ATG4B inhibitor	5	0	-1	-12	-10	5	1	4	5	4
mIAP act	0.99	1	1.1	1	1.1	0.96	0.96	0.97	1.1	0.98
TIM10 inh	-7	24	8	10	20	-15	-5	0	15	10
tim10-1 inh	4	42*	0	6	36	-15	1	5	17	-14
mIAP block	1	-1	-8	-4	-14	4	4	3	-8	2

Profiles, quoted from the list. Values in the order: Apaf-1 inh, NLRP3 yeast inh, hIAP act, hIAP block, ATG4B inhibitor, mIAP act, TIM10 inh, tim10-1 inh, mIAP block
CCCN1CCCC(C(=O)c2cc(C)c(OC)c(C)c2)C1 (stereo not drawn) as listed: 0, 14, 1.1, -11, 4, 0.98, 10, -14, 2
Cc1cc(NC(=O)CCC(=O)N2CCC3(CC2)OCCO3)no1 as listed: -19, 2, 0.94, 6, 1, 0.96, -5, 1, 4

(continued)
25. C=CCn1c(O)c(C(C)=NCCN2CCOCC2)c(=O)[nH]c1=O
26. CCc1c(-c2ccccc2)nc2ccccc2c1C(=O)N1CCC2(CC1)OCCO2
27. S=C1NC2(CCCCC2)NC12CCCCC2
28. Cc1nn(Cc2ccccc2)c(C)c1C(=O)OCC(=O)Nc1ccccc1SCC#N
29. CCC(C)n1c(O)c(C=NCc2cccnc2)c(=O)[nH]c1=S (stereo not drawn)
assay / entry	25	26	27	28	29
Apaf-1 inh	-9	5	4	-3	-24
NLRP3 yeast inh	10	22	15	9	32
hIAP act	0.9	0.68	1	0.84	1.1
hIAP block	10	32	-1	16	-6
ATG4B inhibitor	-7	4	0	-11	-3
mIAP act	0.99	0.99	1	0.97	0.97
TIM10 inh	7	19	-3	2	14
tim10-1 inh	7	19	10	24	7
mIAP block	1	1	-2	3	3

Not all compounds are listed (hit frequency here may not be typical).
